CD11b adhes enh: enhancers of human CD11b/CD18 binding to fibrinogen | K562 CD11b/CD18 adhesion to fibrinogen, ATPlite luminescence | activation, % at 10 µM | actives 0.07% (n = 93,000) | AID 1499;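 active = 10 µM primary screen giving 50% or more activity, confirmed by 40% or more on retest at that dose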; also: strong numbers were not always called active; reference of the scale not given here
Target sequence (P05107 whole entry, looked up, other chains not shown): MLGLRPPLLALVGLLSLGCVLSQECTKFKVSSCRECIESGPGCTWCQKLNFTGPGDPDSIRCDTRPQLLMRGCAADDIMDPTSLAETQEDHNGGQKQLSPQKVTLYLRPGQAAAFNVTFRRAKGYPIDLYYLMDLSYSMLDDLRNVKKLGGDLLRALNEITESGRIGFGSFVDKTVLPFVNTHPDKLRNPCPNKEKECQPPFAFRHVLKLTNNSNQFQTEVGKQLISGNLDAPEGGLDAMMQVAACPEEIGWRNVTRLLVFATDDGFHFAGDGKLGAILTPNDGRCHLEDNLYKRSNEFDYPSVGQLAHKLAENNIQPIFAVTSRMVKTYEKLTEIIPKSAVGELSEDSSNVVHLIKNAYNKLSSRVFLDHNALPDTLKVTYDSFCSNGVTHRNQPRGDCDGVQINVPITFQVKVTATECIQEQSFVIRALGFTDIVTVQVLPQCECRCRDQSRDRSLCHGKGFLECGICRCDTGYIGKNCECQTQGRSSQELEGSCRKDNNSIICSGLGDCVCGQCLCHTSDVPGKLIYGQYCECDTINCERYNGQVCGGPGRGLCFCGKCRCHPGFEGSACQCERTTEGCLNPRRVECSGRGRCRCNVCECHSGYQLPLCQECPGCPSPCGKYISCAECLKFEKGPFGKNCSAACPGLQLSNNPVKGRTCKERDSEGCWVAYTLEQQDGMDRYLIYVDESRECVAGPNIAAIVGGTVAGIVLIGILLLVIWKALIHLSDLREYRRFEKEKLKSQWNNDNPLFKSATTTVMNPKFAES
CD11b adhes inh: CD11b/CD18-fibrinogen binding inhibition | K562 CD11b/CD18 adhesion to fibrinogen, ATPlite luminescence; Mn2+ added to activate the integrin | inhibition, % at 10 µM | P05107+P11215 | actives 0.54% (n = 93,000);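 active = primary inhibition of 50% or more at 10 µM, then 40% or more on retest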; also: some results filed as inactive read as strong as hits
Active calls of the source: *. Not all compounds are listed. The share of hits here may be higher or lower than overall.

Second line of a record – CD11b adhes enh	CD11b adhes inh
> COc1ccc(CCNC(=O)COc2ccc(-c3ccccc3)cc2)cc1OC
 : 1	-3
> CN(c1ccccc1)S(=O)(=O)c1cc(C(=O)Nc2nc3ccccc3[nH]2)ccc1Cl
 : -1	8
> CCN(CC)S(=O)(=O)c1ccc(NC(=O)c2cccc3c2C(=O)N(CCOC)C3)cc1
 : 4	19
> CNC(=S)N/N=C(\C)c1cccc([N+](=O)[O-])c1
 : 2	2
> Cc1ccc(N2C(=N)/C(=C3/Nc4ccccc4S3)C(c3ccccc3)C2=O)cc1 (stereo not drawn)
 : 0	38
> Cc1nn(-c2ccccc2)c(C)c1/C=C/C(=O)OC(C)C(N)=O (stereo not drawn)
 : -4	-9
> N#C/C(=C/c1ccccc1[N+](=O)[O-])C(=O)NCc1ccco1
 : 1	6
> CCn1cc(CN(C)C(=O)/C=C/c2ccc([N+](=O)[O-])cc2)c(C)n1
 : -1	2
> O=C(N/N=C/c1cc(Br)cs1)c1ccccc1[N+](=O)[O-]
 : -2	2
> O=C(Nc1nc(-c2ccccc2)c(C(=O)c2ccccc2)s1)c1ccc(S(=O)(=O)N2CCCC2)cc1
 : 31	54
> Cc1cc(F)ccc1NCC(=O)Nc1ccccc1Br
 : 4	2
> CCOC(=O)c1c(NC2=NS(=O)(=O)c3ccccc32)sc2c1CCCCC2
 : -6	57
> Cc1nc(C)c(CCNC(=O)c2ccccc2Br)s1
 : 1	11
> Cc1cc(O)ccc1N/C=C(\C#N)c1nc2ccccc2o1
 : 3	7
> Cc1cc(C)nc(SCC(=O)OCC(=O)Nc2nc3ccccc3s2)n1
 : 2	6
> CC(NC(=O)Nc1ccc(F)cc1)C(c1cccs1)N1CCCC1 (stereo not drawn)
 : -2	-4
> CCOC(=O)C(C)Sc1ncnc2c1c(-c1ccccc1)cn2-c1ccc(OC)cc1 (stereo not drawn)
 : 8	-11
> Cc1cc(C)cc(NC(=O)/C=C/c2ccc([N+](=O)[O-])s2)c1
 : 48	-7
> CCn1c(O)c(N=NC(=O)CNC(=O)c2ccco2)c2ccccc21
 : 2	2
> CC(C)[C@H](NC(=O)c1ccccc1)C(=O)OCC(=O)Nc1ccc2c(c1)OCCO2
 : -2	2
> COc1ccc(-c2nnc(Nc3ccc(OC)c(C(=O)N4CCCCC4)c3)c3ccccc23)cc1
 : -4	16
> Brc1c(CSc2nc3ccccc3s2)nc2ncccn12
 : -3	9
> CCOC(=O)c1cc2c(=O)n3ccccc3nc2n(CC(C)C)c1=NC(=O)c1c(-c2c(F)cccc2Cl)noc1C
 : 59	-15
> O=C(NC1CCS(=O)(=O)C1)/C(=C\c1ccccc1)NC(=O)c1ccccc1 (stereo not drawn)
 : 3	10
> O=C(CCN1C(=O)c2ccccc2C1=O)NC(=S)Nc1ccccc1
 : -4	0
> COc1ccc2c(c1)c1nc3ccccc3nc1n2Cc1ccc(OC)c(OC)c1
 : 57	-9
> CCOc1cc(/C=C(\C#N)C(=O)NCC2CCCO2)ccc1O (stereo not drawn)
 : -6	24
> CCOc1c(Br)cc(CNCc2cccs2)cc1OC
 : 1	3
> CC(=O)Nc1ccc(NC(=O)c2ccccc2Sc2ccc([N+](=O)[O-])cc2Cl)cc1
 : -3	-3
> O=C(Cn1c(=O)oc2ccccc21)Nc1nc(-c2ccc(Br)cc2)cs1
 : 56	3
> COc1ccc(-n2nnnc2SC(C)C(=O)NCC(=O)Nc2ccc(F)c(F)c2F)cc1 (stereo not drawn)
 : 2	8
> C/C(=N\NC(=O)COc1ccc(C#N)cc1)c1ccccc1OC(F)F
 : 2	-3
> O=C(Nc1ccc(Br)cn1)c1cccc(-c2cc3ccccc3oc2=O)c1
 : 20	21
> CC(=O)Nc1ccc(NC(=O)CSc2ccc(C(F)(F)F)cc2[N+](=O)[O-])cc1
 : 72	16
> COc1cccc(N(C(=O)c2nc3nccc(C)n3n2)c2nc3ccccc3s2)c1
 : -2	3
> CCCCN1CN(Cc2ccccc2)CNC1=S
 : -2	-3
> CC(=O)Oc1ccc(-c2cccc(C(=O)OCC(=O)N(C)c3ccccc3)c2)cc1
 : 5	23
> O=C(NCCCN1CCOCC1)C(=O)NCC1CCCO1 (stereo not drawn)
 : 0	-8
> Cc1ccc(OCc2nnc(SCc3cc(=O)[nH]c4ccccc34)n2-c2ccccc2)cc1
 : -2	-19
> Cc1ccc2cccc(Oc3ncnc4scc(-c5ccc(Cl)cc5)c34)c2n1
 : 3	7
> Cc1ccc2[nH]c(=O)c(CN(Cc3cccs3)C(=S)NCc3ccco3)cc2c1
 : 2	17
> CC(C)CNC(=S)Nc1ccc(Oc2ccccc2)cc1
 : -8	95
> CC(C)C(NC(=O)Cc1ccccc1[N+](=O)[O-])C(C)C
 : 0	-17
> Cc1ccc(S(=O)(=O)c2cn(Cc3ccc(F)cc3)c3cc4c(cc3c2=O)OCO4)cc1
 : 56	-11
> N/C(=N\NC(=O)c1cccs1)c1cc2ccccc2oc1=O
 : 0	3
> CC1(C)C2CCC1(CS(=O)(=O)Nc1ccc(S(=O)(=O)NC3CCCCC3)cc1)C(=O)C2 (stereo not drawn)
 : 0	-1
> Cc1c(Cl)cccc1NC(=S)N1CCN(C(=O)C2CCCO2)CC1 (stereo not drawn)
 : 5	-8
> O=C1C=C(c2ccccc2)C[C@H](c2cccs2)[C@H]1n1nnc([N+](=O)[O-])n1
 : -4	7
> CCOC(=O)C1=C(COc2ccc(C)cc2)NC(=O)NC1c1cc(C)ccc1C (stereo not drawn)
 : 3	-13
> O=C(Nc1ccccc1C(=O)N/N=C/c1ccco1)c1ccc(Cl)cc1
 : -4	41
> COc1ccc(Br)cc1CN(C)C(C)C(=O)Nc1cc([N+](=O)[O-])ccc1OC (stereo not drawn)
 : 4	7
> CCOC(=O)c1c(NC(=O)C2=C(C)NC(=S)NC2c2ccc(C)cc2)sc(C)c1C (stereo not drawn)
 : 67	19
> O=C(CNC(=O)c1ccccc1Cl)Nc1ccc(F)cc1
 : -4	2
> O=C(c1ccc([N+](=O)[O-])cc1)N1CCSC1c1ccccc1 (stereo not drawn)
 : 4	-6
> O=C(COC(=O)c1cc(-c2ccccc2)nc2ccccc12)Nc1ccc2c(c1)OCO2
 : 4	0
> Cc1cc(C)cc(OCC(=O)NC2CCCc3ccccc32)c1 (stereo not drawn)
 : 9	4
> COc1ccc(C(C)=O)cc1CSc1nncn1-c1ccccc1
 : 4	5
> COC(CNC(=O)c1cc(Sc2nnc(C)s2)nc2ccccc12)OC
 : 9	18
> S=c1sc(SCCOc2ccccc2)nn1-c1ccccc1
 : -2	1
> Cc1cccc(C=Nc2ccc3c4c(cccc24)CC3)c1O
 : -2	2

Additional structures.
Second line of a record – CD11b adhes enh	CD11b adhes inh
> COc1ccc(N2CC(=O)N(c3ccccc3)C2=S)cc1
 : -1	-2
> Cc1ccc(CSc2nnc(-c3ccc(NS(=O)(=O)c4ccccc4)cc3)o2)cc1
 : -6	72
> O=C1[C@@H]2[C@@H]3C[C@@H]([C@H]4ON=C(c5ccc(Cl)cc5)[C@@H]34)[C@@H]2C(=O)N1c1ccc2c(c1)OCO2
 : -1	18
> O=C(CSc1ccc(-c2ccccc2)nn1)N1CCCc2ccccc21
 : 5	12
> COc1ccccc1/C=N/NC(=O)c1ccc(-c2ccccc2)cc1
 : 2	19
> CCOC(=O)C(NC(=O)NCc1ccccc1OC)(OCC)C(F)(F)F (stereo not drawn)
 : 0	1
> COc1ccc(C(Nc2ccccn2)c2c(NC(=O)c3ccco3)sc(C)c2C)cc1OC (stereo not drawn)
 : 6	-8
> O=C(CSc1nnc(-c2ccc(F)cc2)c2ccccc12)Nc1cccc(Cl)c1
 : 75	-6
> CCCSc1nnc(CNC(=O)C23CC4CC(CC(C4)C2)C3)n1Cc1ccccc1
 : 12	-2
> O=[N+]([O-])c1ccc(C(=S)N2CCC(Cc3ccccc3)CC2)cc1
 : -2	34
> Cc1ccc2cccc(Oc3ncnc4scc(-c5ccccc5)c34)c2n1
 : -1	-3
> Cc1csc(NC(=O)c2cc(-c3ccco3)nc3ccccc23)n1
 : 70	5
> COc1cc(/C=C2\SC(=S)N(N3CCOCC3)C2=O)cc(OC)c1OC
 : 1	23
> O=C(NNC(=S)Nc1ccccc1Cl)C1CC1
 : 6	-10
> c1ccc(C[n+]2c(-c3ccccc3)csc2Nc2ccccc2)cc1
 : 19	20

4 entries from above, with each value named:
COc1ccc(C(Nc2ccccn2)c2c(NC(=O)c3ccco3)sc(C)c2C)cc1OC (stereo not drawn)
  CD11b adhes enh: 6
  CD11b adhes inh: -8
O=C(CSc1nnc(-c2ccc(F)cc2)c2ccccc12)Nc1cccc(Cl)c1
  CD11b adhes enh: 75
  CD11b adhes inh: -6
CCCSc1nnc(CNC(=O)C23CC4CC(CC(C4)C2)C3)n1Cc1ccccc1
  CD11b adhes enh: 12
  CD11b adhes inh: -2
O=[N+]([O-])c1ccc(C(=S)N2CCC(Cc3ccccc3)CC2)cc1
  CD11b adhes enh: -2
  CD11b adhes inh: 34

Next structures.
Second line of a record – CD11b adhes enh	CD11b adhes inh
> O=C1/C(=C/c2cccs2)Sc2ccccc21
 : 25	31
> Cc1ccc(Cn2cc(/C=N/Nc3ccc([N+](=O)[O-])cn3)c3ccccc32)cc1
 : 8	-3
> COC(=O)C1=C(NC(=O)COc2ccc3ccccc3c2)CCS1
 : 1	-5
> O=C(Oc1ccccc1Cl)c1ccc(N2CCOCC2)c([N+](=O)[O-])c1
 : -1	8
> O=C(NC1CCCCC1)C(c1cccnc1)N(CCc1ccccc1)C(=O)Cc1cccs1 (stereo not drawn)
 : 0	-8
> CC(C)c1ccc(N(CC(=O)N/N=C/c2ccc(OC3CSC3)cc2)S(=O)(=O)c2ccccc2)cc1
 : 14	-26
> CCCN1CNC(=S)N(CCc2ccccc2)C1
 : 5	-28
> O=S(Cc1ccccc1)CC(O)(c1ccccc1)c1ccccc1 (stereo not drawn)
 : -4	1
> O=C(NNC(=S)Nc1ccc(OC(F)F)cc1)c1cc2c(s1)CCCC2
 : -7	80
> Cc1cc(C)c(NC(=O)c2ccc(CNS(=O)(=O)c3cc(C(F)(F)F)ccc3Cl)cc2)c(C)c1
 : -1	0
> CN(C(=O)COC(=O)CCc1c[nH]c2ccccc12)C(c1ccccc1)c1ccccc1
 : 0	25
> CCOC(=O)/C(=N\Nc1cc(Cl)ccc1Cl)N1CCN(CC)CC1
 : -2	16
> COc1cccc(C(=O)NCC(=O)N/N=C/c2cccs2)c1
 : -5	1
> COc1cc([N+](=O)[O-])ccc1NC(=O)CCCOc1cc(C)ccc1C
 : 8	16
> CC1(C)C(=O)Nc2ccccc2N1C(=O)CSc1nc(-c2ccccc2)cs1
 : 2	14
> Cc1ccc2nc(N/N=C/c3ccccc3F)nc(-c3ccccc3)c2c1
 : 4	-1
> O=C(Nc1cccc(F)c1)c1cccnc1NCCc1ccccc1
 : 6	1
> O=C(Nc1ccc(F)cc1)C(c1ccccc1)N1CCN(S(=O)(=O)c2ccccc2)CC1 (stereo not drawn)
 : 4	4
> CN(c1ccc(OCC(=O)OCC(=O)Nc2ccc(F)cc2)cc1)S(=O)(=O)c1ccc(Cl)cc1
 : -1	7
> COc1ccc(-c2cc(-c3ccccc3)nc(SCC(=O)Nc3nccs3)c2C#N)cc1
 : 43	-1
> Cc1ncc([N+](=O)[O-])n1CCOC(=O)Nc1ccc([N+](=O)[O-])cc1
 : -1	21
> COc1ccc(/C=N/NC(=O)c2ccc3c(c2)OCCO3)cc1[N+](=O)[O-]
 : 0	9
> O=[N+]([O-])c1ccc2nc(SCc3cn4ccccc4n3)[nH]c2c1
 : -2	-6
> CCCCOc1cccc(-c2nnc(NC(=O)CSc3ccc(C)cc3)s2)c1
 : 50	-10
> CSc1ccc(CN(C)CC(=O)Nc2ccccc2Br)cc1
 : 2	45
> N=C1c2ccccc2CN1NC(=O)c1cccc(S(=O)(=O)N2CCCC2)c1
 : 2	-21
> Cc1cccc(NC(=S)NCC(c2cccnc2)N2CCOCC2)c1 (stereo not drawn)
 : -1	-32
> CCCC(=O)Nc1ccc(Cl)c(NC(=O)c2ccc([N+](=O)[O-])cc2Cl)c1
 : 0	-29
> CC1(C)CC(=O)C2=C(C1)C(c1cn(-c3ccccc3)nc1-c1ccccc1)C(C#N)=C(N)O2 (stereo not drawn)
 : 0	15
> O=C(Nc1ccc(F)c(F)c1)c1ccccc1-c1ccccc1
 : 3	5
> Cc1ccc2nc(-c3ccc(NC(=O)COC(=O)c4cncc(Br)c4)cc3)sc2c1
 : 65	23
> COc1cccc(NC(=O)C(OC(=O)c2ccccc2NS(=O)(=O)c2cccs2)c2ccccc2)c1 (stereo not drawn)
 : -3	19
> CC(C)c1ccc(/C=C/C(=O)NCCCc2ccccc2)cc1
 : 6	-4
> CCOC(=O)c1c(C)[nH]c(C)c1C(=O)CSc1nc2ccccc2n1CCOC
 : 1	10
> CC(C)[C@H](NC(=O)Cc1ccccc1)C(=O)OCc1cc(=O)n2c(n1)sc1ccccc12
 : 3	14
> Cc1ccc(S(=O)(=O)Cc2ccccc2Cl)cc1
 : -1	0
> Cc1c(Nc2nc(-c3ccccc3)cs2)c(=O)n(-c2ccccc2)n1C
 : 5	-11
> COC(=O)NC(NC(=S)Nc1ccccc1OC)C(Cl)(Cl)Cl (stereo not drawn)
 : 0	3
> Cc1ccc(Cn2c(SCC(=O)N3CC(=O)Nc4ccccc43)nc3ccccc3c2=O)cc1
 : 5	13
> Cc1ccccc1NC(=O)CSC1=NCCN1
 : 3	-20
> Oc1[nH]c2c(Cl)cc(Cl)cc2c1N=NC(=S)NCC1CCCO1 (stereo not drawn)
 : 11	28
> CCCC(=O)Nc1cccc(NC(=O)c2ccc([N+](=O)[O-])cc2Cl)c1
 : -1	21

Retrieved one by one from the entries so far:
Second line of a record – CD11b adhes enh	CD11b adhes inh
> Cc1c(Nc2nc(-c3ccccc3)cs2)c(=O)n(-c2ccccc2)n1C
 : 5	-11
> Cc1ccc(Cn2c(SCC(=O)N3CC(=O)Nc4ccccc43)nc3ccccc3c2=O)cc1
 : 5	13

Source: PubChem (Sanford-Burnham Center for Chemical Genomics)
